Screening data as filed in PubChem BioAssay.
PPARg SRC-3 ag: promotes SRC-3 coactivator recruitment by human PPARgamma. P37231. hit rate 0.26% among 200,000. AID 731. biochemical PPARgamma/SRC-3 coactivator recruitment assay. activation, % at 8 µM; in the data active = activation above about 23%;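 note: 0% = DMSO and 100% = reference agonist; some compounds past the cut are filed as inactive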
Target sequence (P37231 whole entry, looked up): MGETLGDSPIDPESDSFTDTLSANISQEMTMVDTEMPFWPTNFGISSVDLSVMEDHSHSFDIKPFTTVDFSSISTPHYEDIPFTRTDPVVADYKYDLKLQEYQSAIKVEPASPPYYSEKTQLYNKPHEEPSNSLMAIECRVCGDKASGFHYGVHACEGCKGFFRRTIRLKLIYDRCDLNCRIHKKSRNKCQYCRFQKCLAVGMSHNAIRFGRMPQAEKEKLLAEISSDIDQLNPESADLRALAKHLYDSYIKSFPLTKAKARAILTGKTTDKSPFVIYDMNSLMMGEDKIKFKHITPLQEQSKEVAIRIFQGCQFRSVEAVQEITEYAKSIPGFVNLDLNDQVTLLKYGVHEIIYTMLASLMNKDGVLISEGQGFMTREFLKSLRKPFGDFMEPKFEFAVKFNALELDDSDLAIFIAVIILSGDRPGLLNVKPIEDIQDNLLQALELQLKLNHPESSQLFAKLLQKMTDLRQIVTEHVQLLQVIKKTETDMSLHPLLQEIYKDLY
TNAP inh no acc: blocks human TNAP activity with no phosphate acceptor present | P05186 | inhibition, % at 20 µM | purified TNAP, CDP-star luminescence, 30 min | hit rate 0.26% among 200,000;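 active = tissue-nonspecific alkaline phosphatase inhibition above about 50% at 20 µM in the single-dose screen, limit read from the data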;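 note: 0% = DMSO negative control and 100% = EDTA positive control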
Target sequence (P05186 whole entry, looked up): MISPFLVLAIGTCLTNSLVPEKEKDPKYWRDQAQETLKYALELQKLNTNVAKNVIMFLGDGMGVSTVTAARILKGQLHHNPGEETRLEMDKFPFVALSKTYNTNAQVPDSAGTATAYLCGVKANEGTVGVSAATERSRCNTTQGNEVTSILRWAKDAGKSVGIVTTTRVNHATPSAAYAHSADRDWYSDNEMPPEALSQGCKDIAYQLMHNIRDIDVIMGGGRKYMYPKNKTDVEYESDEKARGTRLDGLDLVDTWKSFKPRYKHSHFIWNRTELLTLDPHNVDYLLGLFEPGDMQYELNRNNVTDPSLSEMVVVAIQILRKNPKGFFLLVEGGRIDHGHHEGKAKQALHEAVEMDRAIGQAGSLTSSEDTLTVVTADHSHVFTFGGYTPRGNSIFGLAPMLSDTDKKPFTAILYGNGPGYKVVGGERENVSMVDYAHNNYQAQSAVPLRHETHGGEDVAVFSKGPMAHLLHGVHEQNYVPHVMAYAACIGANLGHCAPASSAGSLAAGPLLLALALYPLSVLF
TNAP inh hiacc: inhibitors of human TNAP at high phosphate acceptor concentration; P05186; purified TNAP, CDP-star luminescence, 1 M DEA; inhibition, % at 20 µM; hit rate 0.03% among 200,000;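 active = over 50% inhibition of tissue-nonspecific alkaline phosphatase at 20 µM in the single-dose screen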;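 note: plate controls were DMSO wells for no effect and EDTA-quenched wells as full inhibition for full effect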
SRC2 TRFRET art: TR-FRET artefact, counter-screen to PPARgamma/SRC-2 agonist assay; stronger effect = higher value; TR-FRET ratio at 8 µM; hit rate 0.4% among 200,000; AID 1049; in the data active = TR-FRET ratio above about 2000; note: inactives centre near 1500
bIAP activator: increases bovine intestinal alkaline phosphatase activity. purified bovine IAP, CDP-star luminescence, 30 min; stronger effect = higher value; fold of DMSO-control signal, blank-subtracted. hit rate 0.17% among 200,000. AID 1016. activation factor at 20 µM;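 active = activation factor of 2 or more at 20 µM, a signal rise over negative controls twice the positive control's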
HMGR II inh: blocks class II HMG-CoA reductase of Enterococcus faecalis; inhibition, % at 10 µM; hit rate 0.41% among 190,000; purified E. faecalis HMGR, NADPH absorbance 340 nm kinetic; AID 1066;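 active = inhibition above a set limit, the median over all tested compounds plus 3 SD, cut at about 9.5% in these data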;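 note: enzyme runs in reverse so mevalonate oxidation gives rising NADPH absorbance; 0% = complete reaction with DMSO and 100% = background rate lacking mevalonate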
PPARg SRC2 recr: PPARgamma-driven SRC-2 recruitment agonism. AID 1032. hit rate 0.34% among 200,000. activation, % at 8 µM. PPARgamma LBD-SRC-2 recruitment, biochemical; in the data active = activation above about 22%;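 note: 0% = vehicle and 100% = reference agonist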
bIAP inh: intestinal alkaline phosphatase (bovine) inhibition | 190,000 tested, under 10 active | purified bovine IAP, CDP-star luminescence, 30 min | inhibition, % at 20 µM;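 active = over 50% inhibition of intestinal alkaline phosphatase at 20 µM in the single-dose screen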
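Incubation: 30 min reaction at room temperature / Material: purified bovine intestinal alkaline phosphatase (IAP) enzyme / Input: enzyme at 1/65,000,000 dilution / Dosing: 20 µM single dose / Signal: CDP-star luminescence signal / Reagent: CDP-star chemiluminescent phosphatase substrate, 30 µM final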
PPARg SRC-1 ag: agonists of human PPARgamma SRC-1 coactivator recruitment; AID 631; hit rate 0.41% among 200,000; P37231; activation, % at 8 µM; PPARgamma-SRC-1 coactivator recruitment biochemical assay; in the data active = activation above about 19%;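 note: 0% = DMSO and 100% = reference agonist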
TNAP act hiacc: increases human TNAP activity under high phosphate acceptor concentration; activation factor at 20 µM; P05186; AID 1136; 200,000 tested, under 10 active; purified TNAP, CDP-star luminescence, 1 M DEA, 30 min; stronger effect = higher value; 0 = EDTA background, 1 = DMSO-only activity;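 active = activation factor at least 2 at 20 µM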
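Dosing: 20 µM single point. System: human TNAP. Amount: TNAP 1/800 final. Incubation: 30 min, room temperature. Read-out: TNAP activation factor scaled between EDTA and DMSO control wells. Signal: luminescence from CDP-star hydrolysis. Medium: 1 M DEA, pH 9.8, Mg2+, Zn2+. Control set: EDTA negative control, DMSO positive control.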
* marks the source's active call; other numbers are inactive results; . = no result given. Hits appear at their usual frequency. About 1.6% of those tested had a hit in this group.

SMILES	PPARg SRC-3 ag	TNAP inh no acc	TNAP inh hiacc	SRC2 TRFRET art	bIAP activator	HMGR II inh	PPARg SRC2 recr	bIAP inh	PPARg SRC-1 ag	TNAP act hiacc
CCOC(=O)N1CCC(NC(=O)CN2C(=O)CSc3nc(C)cc(C)c32)CC1	5	-3	-4	1727	1	4	6	1	-3	1
CCOc1ncccc1C(=O)OCC(=O)c1ccccc1Br	3	-8	-2	1550	1	4	9	-2	-2	1
CSc1nsc(SC)c1C(=O)NCCNS(=O)(=O)c1ccc(C)cc1	13	-5	0	1613	0.8	-3	6	20	1	1
O=C(CCCc1c[nH]c2ccccc12)NCc1ccc2c(c1)OCO2	1	-12	-5	1629	0.7	-1	11	28	3	1
CN=c1scc(-c2ccccc2F)n1/N=C/c1ccc(O)c(O)c1O	7	8	11	1286	1	6	-6	0	4	0.9
CC(C)C(=O)Nc1cccc(NC(=O)c2cccc([N+](=O)[O-])c2)c1	9	-7	-1	1861	0.9	.	4	9	4	1
COC(=O)c1sccc1NC(=O)c1ccccc1[N+](=O)[O-]	2	-5	-4	1563	1.1	1	5	-6	-5	1
CCOC(=O)c1ccc2nc(CCC(=O)N[C@H](C(=O)OC)C(C)C)c(=O)n(CC)c2c1	-3	-6	-1	1309	1.1	-1	0	-12	3	1
C/C(=N\Nc1nc2ccccc2[nH]1)c1ccc(N2CCOCC2)cc1	15	-33	-3	1790	1.6	-2	5	-57	10	1
CCOC(=O)N1CCN(S(=O)(=O)c2ccc(F)c(C(=O)Nc3ccc(C)c(Cl)c3)c2)CC1	-5	-10	-6	1603	0.8	0	6	16	2	1.1

Random excerpt: 2 entries already listed
SMILES	PPARg SRC-3 ag	TNAP inh no acc	TNAP inh hiacc	SRC2 TRFRET art	bIAP activator	HMGR II inh	PPARg SRC2 recr	bIAP inh	PPARg SRC-1 ag	TNAP act hiacc
C/C(=N\Nc1nc2ccccc2[nH]1)c1ccc(N2CCOCC2)cc1	15	-33	-3	1790	1.6	-2	5	-57	10	1
CCOC(=O)N1CCC(NC(=O)CN2C(=O)CSc3nc(C)cc(C)c32)CC1	5	-3	-4	1727	1	4	6	1	-3	1

(continued)
SMILES	PPARg SRC-3 ag	TNAP inh no acc	TNAP inh hiacc	SRC2 TRFRET art	bIAP activator	HMGR II inh	PPARg SRC2 recr	bIAP inh	PPARg SRC-1 ag	TNAP act hiacc
Cc1ccc(C(=O)OCC(=O)Nc2sc3c(c2C#N)CCC3)cc1	3	-6	11	1639	1.1	3	1	-12	4	0.9
CCOCCn1c(N2CCN(c3ccc(OC)cc3)CC2)nc2c1c(=O)n(C)c(=O)n2C	15	-2	-6	1431	1.1	2	3	-6	7	1.1
C=CCNC(=O)/C(=C\c1ccc(Br)cc1)NC(=O)c1ccccc1OC	5	-9	-3	1814	1	5	7	-3	3	1
COC(=O)N/N=C/c1ccc(-c2ccc(C)c(Cl)c2)o1	3	3	4	1613	0.9	-2	15	10	6	1
COCc1cc(C)[nH]c(=O)c1C(=O)NC12CC3CC(CC(C3)C1)C2	-1	-7	-3	1477	1	0	2	-3	7	1
C[n+]1ccccc1COc1ccc(C(C)(C)C)cc1	-1	-8	-8	1475	0.9	2	3	9	9	1.1
CC(C)CN1CCN(Cc2cccc3cccnc23)CC1CCO (stereo not given)	6	-3	2	1621	1.1	-2	9	-7	-1	1
Cc1ccc(S(=O)(=O)NCCC(=O)NCc2ccc3c(c2)OCO3)cc1C	-6	-14	-8	1467	0.9	-1	3	9	5	1.1
CC(C)C(=O)N1CCN(c2ccccc2NC(=O)COc2ccccc2)CC1	0	-2	1	1541	1	-6	7	-5	-3	1
O=C(Oc1ccc(OC(=O)N2CCOCC2)cc1)c1ccccc1	5	-7	-2	1473	0.9	-1	4	8	8	1
Cc1ccc(N2CC(C(=O)O)CC2=O)cc1 (stereo not given)	-1	-2	1	1730	1	5	-2	0	5	1
O=[N+]([O-])c1cnc2ccccc2c1	4	-8	-1	1575	1	1	4	2	7	1
Cc1ccccc1Cn1nnc(C(=O)Nc2cccc(C)c2C)c1N	9	-10	-4	1585	0.8	3	4	20	12	1
CCOC(=O)c1oc2ccc(S(=O)(=O)N3CCC(C)CC3)cc2c1C	15	-8	0	1625	1	0	-1	-2	46*	1
COc1ccc(C[C@@H]2CN3C(=NC[C@@H]3C)N2CCNC(=O)c2ccc(C)c(Br)c2)cc1	-1	-8	-9	1556	1.1	0	4	-15	20	1.1
Cc1ccc2nc(NC(=O)c3cccs3)sc2c1	-2	-4	-7	1580	0.9	1	8	5	9	1.1
Cc1sc2ncnc(SCC(=O)Nc3nc(-c4ccc(F)c(F)c4)cs3)c2c1C	-2	-6	-4	1524	0.9	-1	2	6	2	1
Cc1cc(N2CCC(C(N)=O)CC2)nc(-c2ccccc2)n1	-7	-7	-8	1393	0.9	-2	-3	9	3	1.1
CCOC(=O)C(C(=O)OCC)N(C#N)c1nc(N(C)C)nc(N(C)C)n1	3	-8	-2	1603	0.9	-1	2	13	16	1
Cc1cc(C)c(NC(=O)OCCN2CCOCC2)c(C)c1	2	-3	-8	1607	0.9	-1	-2	12	-2	1.1
Cc1nc(CNS(=O)(=O)c2cccnc2)cs1	11	-3	2	1623	1.1	-1	-1	-7	-1	1
COc1cc(C(=O)OC(C)C(=O)Nc2ccc3c(c2)OCO3)ccc1OCc1c(C)noc1C (stereo not given)	10	-13	-4	1242	1.1	2	-4	-5	4	1
COc1ccc(NS(=O)(=O)c2cccc(C(=O)N/N=C/c3ccccn3)c2)cc1	4	-114	-3	1645	1	-1	-5	2	0	1
CCCNC(=O)c1cc2ccccc2c(=O)o1	-1	-7	-4	1622	0.9	0	-3	10	-2	1
Cc1c(C(=O)Nc2ccc(S(=O)(=O)NCC3CCCO3)cc2)cccc1[N+](=O)[O-] (stereo not given)	4	-3	-1	1583	0.8	2	4	16	3	1
CCCCNC(=O)CSc1nnc(Cc2ccccc2)n1CC1CCCO1 (stereo not given)	1	-12	-6	1630	0.9	-2	-2	6	3	1.1
CC(C)(C)NC(=O)c1ccc2c(c1)N(CC(=O)N1CCN(c3ccccc3F)CC1)C(=O)C(C)(C)O2	-3	-16	-8	1663	1	0	1	-2	6	1.1
Cc1cc(C)nc(SCC(=O)OCN2C(=O)c3ccccc3C2=O)n1	2	-3	1	1672	1	-7	1	-3	2	1
CCC(C)(C)NC(=O)C(c1ccc(C)o1)N(C(=O)c1csnn1)c1cccc(F)c1 (stereo not given)	-7	2	2	1442	0.5	-5	2	48	-2	1
O=C(C[n+]1ccc2ccccc2c1)Nc1cc(C(F)(F)F)ccc1Cl	3	-8	-2	1643	0.8	-2	4	20	4	1
CC(C)CNc1nc(N)c([N+](=O)[O-])c(NCC2CCCO2)n1 (stereo not given)	-6	-2	-4	1466	1.1	-4	-2	-11	5	1
CC(NC(=O)CCCN1C(=O)c2ccccc2C1=O)c1ccc2c(c1)CCCC2 (stereo not given)	-9	-8	-4	1508	1.1	-6	4	-5	-6	1
CCOc1ccc(C(=O)/C=C/c2ccccc2C(F)(F)F)cc1	4	-15	-6	1533	0.8	0	4	15	3	1.1
Cc1cc(C)cc(NC(=O)Cn2cnc3c(nnn3Cc3ccc(F)cc3)c2=O)c1	1	-5	-4	1556	1	-5	-1	-2	-5	1
COC(=O)CN1C(=S)N(c2ccccc2)C(=O)C1CC(=O)Nc1ccc(Cl)cc1 (stereo not given)	6	-4	0	1574	0.9	2	3	9	4	1
CS(=O)(=O)N(CC(=O)O)c1cc(Cl)cc(Cl)c1	-4	-12	-4	1453	1	3	-2	4	7	1
Cc1nn(C)cc1CN(C)C(=O)CC12CC3CC(CC(C3)C1)C2	1	-9	-6	1484	1	-3	3	-4	1	1.1
CCOC(=O)N1CCN(C(=O)c2ccc(CN(c3ccccc3)S(C)(=O)=O)cc2)CC1	14	3	-4	1501	1	-1	5	1	12	1
Cc1nc(C)n(CC(O)COc2ccc(C(=O)c3ccccc3)cc2)n1 (stereo not given)	3	-16	-7	1479	1	-2	5	5	-2	1.1
Cc1nc2ccccc2n1/C(=N\S(=O)(=O)c1ccccc1)c1ccccc1	-1	-7	4	1429	0.1	-7	-1	.	1	1
Cc1nc2ccc(NS(=O)(=O)c3ccc(C)c(C)c3)cc2s1	-4	-24	-4	1360	0.9	-1	-1	12	-2	1
CCOC(=O)CCCNC(=O)COC(=O)c1cc2ccccc2cc1O	-5	-24	2	1591	0.9	-5	6	12	8	1
COc1ccc(/C(O)=C2\C(=O)C(=O)N(CCN3CCOCC3)C2c2ccccc2OC)cc1 (stereo not given)	-2	1	2	1460	0.9	0	-6	11	-2	1
CCC(CO)NCc1ccc(-c2ccccc2)cc1 (stereo not given)	-8	-10	-3	1439	0.9	-1	6	8	1	1
CCOc1cccc(-c2nnc3sc(COc4ccccc4)nn23)c1	0	12	-5	1556	1	-2	3	2	-5	1

Among those listed so far, 14 have a halogen:
SMILES	PPARg SRC-3 ag	TNAP inh no acc	TNAP inh hiacc	SRC2 TRFRET art	bIAP activator	HMGR II inh	PPARg SRC2 recr	bIAP inh	PPARg SRC-1 ag	TNAP act hiacc
CCOc1ncccc1C(=O)OCC(=O)c1ccccc1Br	3	-8	-2	1550	1	4	9	-2	-2	1
CN=c1scc(-c2ccccc2F)n1/N=C/c1ccc(O)c(O)c1O	7	8	11	1286	1	6	-6	0	4	0.9
CCOC(=O)N1CCN(S(=O)(=O)c2ccc(F)c(C(=O)Nc3ccc(C)c(Cl)c3)c2)CC1	-5	-10	-6	1603	0.8	0	6	16	2	1.1
C=CCNC(=O)/C(=C\c1ccc(Br)cc1)NC(=O)c1ccccc1OC	5	-9	-3	1814	1	5	7	-3	3	1
COC(=O)N/N=C/c1ccc(-c2ccc(C)c(Cl)c2)o1	3	3	4	1613	0.9	-2	15	10	6	1
COc1ccc(C[C@@H]2CN3C(=NC[C@@H]3C)N2CCNC(=O)c2ccc(C)c(Br)c2)cc1	-1	-8	-9	1556	1.1	0	4	-15	20	1.1
Cc1sc2ncnc(SCC(=O)Nc3nc(-c4ccc(F)c(F)c4)cs3)c2c1C	-2	-6	-4	1524	0.9	-1	2	6	2	1
CC(C)(C)NC(=O)c1ccc2c(c1)N(CC(=O)N1CCN(c3ccccc3F)CC1)C(=O)C(C)(C)O2	-3	-16	-8	1663	1	0	1	-2	6	1.1
CCC(C)(C)NC(=O)C(c1ccc(C)o1)N(C(=O)c1csnn1)c1cccc(F)c1 (stereo not given)	-7	2	2	1442	0.5	-5	2	48	-2	1
O=C(C[n+]1ccc2ccccc2c1)Nc1cc(C(F)(F)F)ccc1Cl	3	-8	-2	1643	0.8	-2	4	20	4	1
CCOc1ccc(C(=O)/C=C/c2ccccc2C(F)(F)F)cc1	4	-15	-6	1533	0.8	0	4	15	3	1.1
Cc1cc(C)cc(NC(=O)Cn2cnc3c(nnn3Cc3ccc(F)cc3)c2=O)c1	1	-5	-4	1556	1	-5	-1	-2	-5	1
COC(=O)CN1C(=S)N(c2ccccc2)C(=O)C1CC(=O)Nc1ccc(Cl)cc1 (stereo not given)	6	-4	0	1574	0.9	2	3	9	4	1
CS(=O)(=O)N(CC(=O)O)c1cc(Cl)cc(Cl)c1	-4	-12	-4	1453	1	3	-2	4	7	1
